# Rat MKP-3 inhibitors – MKP-3 phosphatase inhibitors, primary screen, biochemical, rat enzyme, in vitro (AID 425); actives 0.17% (n = 110,000); recombinant MKP-3 phosphatase activity, fluorescence; higher % means a stronger effect; one-dose inhibition, % at 20 µM; IC50 in µM for titrated hits; Dual specificity protein phosphatase 6 (Rattus norvegicus); in the data active means inhibition above about 50%;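 further: plate controls were vehicle for no effect and reference inhibitor for full effect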
# Hsp70 displacement – Hsp70 inhibitors, probe displacement, primary screen, biochemical, fluorescence polarization (AID 583); Hsp70 fluorescence polarization probe displacement, mP; higher % means a stronger effect; displacement, % at 20 µM; hits with a dose series show IC50 in µM; Heat shock 70 kDa protein 1A (Homo sapiens); actives 0.06% (n = 140,000); in the data active means displacement above about 50%;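 further: plate controls were vehicle for no effect and reference ligand for full effect; a part of the inactive calls stands beside numbers as strong as those of hits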
# Numbers without * were called inactive; . = not tested or not shown; & = joins results of further samples. Not all compounds are listed (hit frequency here may not be typical).
Hsp70 displacement,Rat MKP-3 inhibitors,SMILES
3.8%,0.4%,COc1cc(Br)cc(C=Nc2ccccc2C(=O)O)c1O
1.2%,.,Cn1c(=O)c2c(nc(CN3CCc4ccccc4C3)n2Cc2ccc(Cl)cc2)n(C)c1=O
0.3%,-17.6%,O=C(NCc1cccs1)C1CCN(c2ccc(S(=O)(=O)N3CCOCC3)cc2Cl)CC1
0.2%,9.0%,N/C(=N\c1nc(C(F)(F)F)cc(=O)[nH]1)Nc1cccc2ccccc12
-2.1%,-6.6%,Cc1cc2c(s1)CCCCC(=O)N2
2.4%,5.2%,O=C(CN(c1ccc(Cl)cc1Cl)S(=O)(=O)c1ccccc1)Nc1ccc(F)cc1
-1.5%,-10.1%,COCC(=O)N(Cc1cc2ccccc2[nH]c1=O)c1ccc(OC)cc1
-0.6%,1.6%,CCN(CC)CCN1C(=O)C(=O)/C(=C(/O)c2c(C)[nH]c(C(=O)OC)c2C)C1c1cccnc1 (stereo not drawn)
5.5%,27.4%,CCOc1ccc(N2Cc3ccc(C(=O)NN)cc3C2)cc1
3.2%,-2.6%,Fc1ccc(-c2nnc3ccc(N4CCCC4)nn23)cc1
-4.4%,-2.1%,O=C(CSc1nccn1-c1cccc(Cl)c1)NC1CCCC1
-0.5%,3.9%,COc1cccc2c1CC/C(=C\c1cccc(I)c1)C2=O
6.1%,6.3%,COc1ccc(CC(=O)Nc2ccc(S(=O)(=O)NCC3CCCO3)cc2)cc1 (stereo not drawn)
.,2.8%,Cc1cccc(NC(=O)c2ccccc2NC(=O)/C=C\c2ccco2)c1C
5.6%,-4.7%,Cc1ccc2c(c1)-c1ccccc1S(=O)(=O)N2
0.1%,-3.3%,CN1C(=O)CSc2ccc(C(=O)O)cc21
-3.7%,-4.9%,CC1=C(C(=O)Nc2ccccc2C)C(c2ccc(C(C)C)cc2)NC(=O)N1 (stereo not drawn)
6.9%,.,O=C(CN1C(=O)c2ccccc2S1(=O)=O)Nc1ccccc1C(=O)NCc1ccco1
4.8%,0.0%,CC(C)(C)n1cnc2cc(NS(=O)(=O)c3ccccc3)ccc21
-2.7%,-14.3%,CC(C)C(=O)Nc1ccc(C(=O)NC2CCSC2=O)cc1 (stereo not drawn)
0.3%,.,Cc1ccc(C(=O)O)cc1NC(=O)c1cccs1
-2.9%,6.1%,O=c1nc2n(c3cc(Cl)c(S(=O)(=O)N4CCOCC4)cc13)CCCCC2
2.4%,6.7%,COc1ccc(C(=O)NCC(=O)n2nc(C)cc2C)cc1OC
6.1%,-4.6%,CCc1cc2c(cc(C(=O)O)n2C)s1
-4.7%,-9.4%,COCCn1c(SCCCc2ccccc2)nc2c1c(=O)[nH]c(=O)n2C
.,-8.1%,CCOC(=O)C(C)Oc1ccc2c(C)cc(=O)oc2c1C(C)=O (stereo not drawn)
5.1%,-7.0%,NC(=O)C1CCN(C(=O)C23CC4CC(CC(C4)C2)C3)CC1
1.4%,-7.7%,COc1ccc(C(=O)CSc2nnc(-c3ccco3)n2CC2CCCO2)cc1 (stereo not drawn)
-3.6%,-2.9%,Cc1ccc(CNC(=O)c2cc3c(=O)n(C)c4ccccc4c3n2C)o1
0.2%,6.6%,NC1=NC2=C(CCCC2)C2(CCCCC2)S1
0.4%,-1.2%,CC(C)(O)C#Cc1ccc(C(=O)NCc2cccs2)s1
-2.1%,0.9%,CCC(c1c(C)n(C)n(-c2ccccc2)c1=O)c1c(C)n(C)n(-c2ccccc2)c1=O
-0.5%,-11.2%,O=C(c1cc2nc(-c3ccco3)cc(C(F)(F)F)n2n1)N1CCCCCC1
-4.6%,2.9%,Cc1ccc(C(=O)Nc2sc3c(c2C(=O)N2CCC(C)CC2)CCCC3)cc1
-0.9%,-3.2%,Cc1ccc(NC(=O)COc2ccccc2C)c([N+](=O)[O-])c1
4.1%,-1.0%,O=C(CCCN1C(=O)/C(=C/c2ccccc2)SC1=S)Nc1ccc(O)cc1
2.7%,4.1%,CCOc1ccccc1-n1c(SCC(=O)NC)nnc1-c1ccco1
1.5%,0.2%,Cc1ccc2ccccc2c1COC(=O)c1nonc1N
-0.1%,.,CC1CCCCN1S(=O)(=O)c1ccc(S(=O)(=O)N2CCN(c3ccccc3)CC2)cc1 (stereo not drawn)
2.6%,-0.4%,Nc1nc(-c2ccccc2)c(-c2ccccc2)n1/N=C/c1ccccc1
-6.5%,.,C=CCNC(=O)c1c(-c2c(F)cccc2Cl)noc1C
6.9%,-1.1%,O=C(C1CCN(c2nnc(-n3cccc3)s2)CC1)N1CCOCC1
3.8%,11.1%,CC1N(C)c2cc(NC(=O)c3ccco3)ccc2C1(C)C (stereo not drawn)
1.0%,2.5%,Cc1cccc(C(=O)NCC(O)c2ccccc2)c1 (stereo not drawn)
2.6%,.,O=C(O)COc1ccc2c3c(c(=O)oc2c1)CCC3
-8.1%,-18.8%,COc1ccc(O)c(/C=N/n2cnnc2)c1
-1.5%,-3.6%,COc1ccc2cc(CN(CCO)C(=O)c3ccc(Br)cc3)c(=O)[nH]c2c1
0.2%,.,CCCCCCC1CCC(C(=O)Nn2c(C)nc3ccccc3c2=O)CC1 (stereo not drawn)
1.1%,.,O=C(NC1CCCCCC1)c1ccc(CN2CCOCC2)cc1
-0.3%&-2.1%,-6.6%&0.8%,CCN(CC)C(=O)COc1ccc2oc(C)c(C(=O)OC)c2c1

# The list goes on:
Hsp70 displacement,Rat MKP-3 inhibitors,SMILES
1.4%,3.5%,CSc1ccccc1C(=O)O/N=C1/C(=O)N(C)c2ccccc21
-0.3%,-7.7%,O=C(C(F)C(F)(F)F)N1CCN(c2ccccc2)CC1 (stereo not drawn)
-3.4%,0.4%,Cc1noc(C)c1S(=O)(=O)N(CC(=O)N1CCCCCC1)c1ccc(C(C)C)cc1
-0.3%,0.7%,CCN(CC)C(=O)Cc1ccc2c3c(cccc13)CC2
-6.0%,-4.1%,COC(=O)CSc1nnc(CNc2ccc(Cl)cc2)n1Cc1ccccc1
-2.4%,.,COC(CNC(=O)c1ccc(N2CCCC2=O)cc1)OC
-4.4%,-1.1%,CCOc1ccccc1NC(=O)CN(c1cccc(C(F)(F)F)c1)S(C)(=O)=O
-2.2%,1.3%,CC(=O)CC(=O)Nc1cc(Cl)ccc1C
-1.5%,6.8%,O=C(NCCN1CCOCC1)NC1(C(F)(F)F)Oc2ccc(Cl)cc2O1 (stereo not drawn)
8.5%,.,O=C(NCN1C(=O)C2C3C=CC(C3)C2C1=O)Nc1cccnc1 (stereo not drawn)
1.1%&-0.3%,0.4%&2.9%,CCCn1c(C(O)c2cc(OC)ccc2OC)nc2ccccc21 (stereo not drawn)
-12.1%,-12.1%,CC(=O)C1=C(C)NC(SCC(=O)c2ccc(Cl)cc2Cl)=C(C#N)C1c1ccco1 (stereo not drawn)
0.5%,2.8%,CCOC(=O)c1cccc(NC(=O)C2CCC(CNc3c(N4CCOCC4)c(=O)c3=O)CC2)c1 (stereo not drawn)
-10.1%,-3.1%,O=S(=O)(c1ccc(Cl)c(C(F)(F)F)c1)N1CCN(CC(O)COCC2CCCO2)CC1 (stereo not drawn)
5.0%,6.3%,COc1cccc(-c2nc(=S)c3c(n2Cc2ccco2)CCCC3)c1
8.7%,-2.2%,CC(C(=O)NCC1(c2ccccc2)CCCC1)N1CCOCC1 (stereo not drawn)
2.4%,-2.0%,Cc1ccc(-c2nnc(CSc3nc(C)nc4sc(C)c(C)c34)o2)cc1
-1.9%,-1.3%,C=CCc1ccccc1OCCOc1cccc(/C=C2/SC(=S)N(C)C2=O)c1
1.8%,-4.3%,CCOC(=O)C1=C(C)NC(C)=C(C(=O)OCC)C1c1ccc(OC)cc1
-5.3%,-1.9%,CC1CCN(C(=O)CSc2ccc(-c3ccc(F)cc3)nn2)CC1
16.0%,-0.7%,O=C(C1CCC1)N1CCc2cc(S(=O)(=O)NCc3cccnc3)ccc21
1.7%,0.2%,Cc1cc(C)nc(NC(=O)COc2ccc(Cl)cc2Cl)c1
5.4%,0.0%,CCN1CCN(c2cc(C)c3cc(NC(=O)Cc4ccc(OC)c(OC)c4)ccc3n2)CC1
-2.0%,5.6%,COc1ccc(S(=O)(=O)N(CC(=O)NCC2CCCO2)Cc2ccccc2)cc1 (stereo not drawn)
0.8%,.,Cc1cc(C)c(Cc2c(C)nc3c(C(=O)NCc4ccco4)cnn3c2C)c(C)c1

# Rewritten bar-delimited: entries from further up
SMILES | Hsp70 displacement | Rat MKP-3 inhibitors
Cc1cccc(NC(=O)c2ccccc2NC(=O)/C=C\c2ccco2)c1C | . | 2.8%
CCc1cc2c(cc(C(=O)O)n2C)s1 | 6.1% | -4.6%
CC1CCN(C(=O)CSc2ccc(-c3ccc(F)cc3)nn2)CC1 | -5.3% | -1.9%
CCN(CC)CCN1C(=O)C(=O)/C(=C(/O)c2c(C)[nH]c(C(=O)OC)c2C)C1c1cccnc1 (stereo not drawn) | -0.6% | 1.6%
CC(=O)C1=C(C)NC(SCC(=O)c2ccc(Cl)cc2Cl)=C(C#N)C1c1ccco1 (stereo not drawn) | -12.1% | -12.1%
Cc1ccc(C(=O)Nc2sc3c(c2C(=O)N2CCC(C)CC2)CCCC3)cc1 | -4.6% | 2.9%

# (next part)
Hsp70 displacement,Rat MKP-3 inhibitors,SMILES
-4.9%,1.7%,COC(=O)CN(c1ccc(OC)cc1OC)S(=O)(=O)c1ccc(C)cc1
0.2%,-3.9%,CCOC(=O)N1CCN(CC(=O)N2c3ccccc3CC2C)CC1 (stereo not drawn)
2.4%,-0.1%,O=C(N/N=C/c1ccc(-c2cccc([N+](=O)[O-])c2)o1)c1cccc([N+](=O)[O-])c1
-1.7%&-2.4%,1.2%,COc1ccccc1N1CCN(S(C)(=O)=O)CC1
1.0%,-0.3%,O=C(/C=C/c1ccco1)NC(=S)N(Cc1ccccc1)c1ccccc1
-3.1%&-3.1%,-12.2%&2.3%,CCOC(=O)CCc1c(C)nc2cc(-c3ccc(Cl)cc3)[nH]n2c1=O
-6.4%,-2.2%,COC(=O)/C(=C\N(C(C)C)C(C)C)[N+](=O)[O-]
5.8%,1.1%,CCOC(=O)c1ccccc1NC(=O)c1c(F)c(F)c(F)c(F)c1F
0.2%,-2.7%,COc1ccc(NC(=O)C(=O)NCc2ccc(C)cc2)cc1Cl
-1.5%,-3.8%,O=C(Nc1ccccc1C(=O)N1CCCCCC1)c1cccc(S(=O)(=O)N2CCOCC2)c1
2.4%,-4.5%,CC(=O)NC1(c2ccccc2)CCN(c2nc(C)cc(C)n2)CC1
1.5%,.,Cn1cnnc1SCC(=O)Nc1ccccc1C(=O)NC1CC1
2.7%,6.7%,Cc1ccc2c(c1)NC(=O)C(CC(=O)NCCCN1CCN(c3cc(C)ccc3C)CC1)O2 (stereo not drawn)
-26.8%,-7.8%,CCOC(=O)c1cc2nc(Nc3ccc(OC)cc3)sc2s1
4.3%,7.9%,CCN1CCN(Cc2nc3c(c(=O)n(C)c(=O)n3C)n2Cc2ccccc2Cl)CC1
5.5%,5.5%,OCCCc1nc2n(n1)C(c1ccccc1Cl)C=C(c1cccs1)N2 (stereo not drawn)
.,-3.2%,CC1CCN(C(=O)CSc2nnc(CNC(=O)COc3ccc(Cl)cc3)o2)CC1
0.2%,2.4%,CCCCOC(=O)C1=C(C)NC2=C(C(=O)CC(C)(C)C2)C1c1cccc(Cl)c1 (stereo not drawn)
-2.6%,2.5%,O=C(/C=C/c1ccc(F)cc1)Nc1ccc(F)c([N+](=O)[O-])c1
-5.8%,2.7%,COc1ccc(N(CC(=O)Nc2ccccc2Cl)S(=O)(=O)c2ccccc2)cc1
1.7%,-9.7%,COc1ccc(-c2nc(CSCC(=O)N3CCN(C(=O)c4ccco4)CC3)c(C)o2)cc1OC
-0.3%,-13.1%,CCOC(=O)C1CCN(C(=O)CCNC(=O)Cn2ccc3ccccc3c2=O)CC1
-5.8%,1.5%,COc1ccc(CSc2nncn2N)cc1Br
-4.2%,.,c1ccc2[nH]c(CN3CCCCC3)nc2c1
-1.1%,0.3%,Cn1c(O)c(N=NC(=S)NC2CCS(=O)(=O)C2)c2ccccc21 (stereo not drawn)
-1.6%,-6.4%,Cc1c(C(=O)NCCCN2CCCC2=O)oc2ccccc12
-1.6%,2.7%,Cc1c(OCc2ccc(C(=O)O)cc2)ccc2c3c(c(=O)oc12)CCC3
-8.1%,1.2%,Cc1cc(NCCCN2CCOCC2)n2ncc(-c3ccc(Cl)cc3)c2n1
-14.0%,-2.9%,COc1cc(/C=C2/SC(=S)NC2=O)ccc1OCCOCCOc1ccc(C)cc1
3.7%,5.9%,COC(=O)CNC(=O)c1cn(CC(C)C)c(=O)c2cc(OC)c(OC)cc12
13.5%,-10.6%,Cn1c(=O)c2nc(NCc3ccccc3)cnc2n(C)c1=O
2.0%,0.3%,Cc1ccccc1NC(=O)CCCC(=O)OCC(F)(F)C(F)F
.,-1.5%,O=C(CSc1nnc(Cn2c(=O)sc3ccccc32)n1-c1ccccc1)Nc1nccs1
4.5%,.,O=C(O)CSc1nnc(-c2ccncc2)n1-c1ccc(Cl)cc1
-3.7%,2.0%,CCC1=NN(C(=O)c2cccc(Br)c2)C(O)(c2ccc(C)cc2)C1 (stereo not drawn)
2.8%,0.1%,O=C1C2C(C(=O)N1/N=C/c1ccc([N+](=O)[O-])cc1)C1C=CC2C12CC2 (stereo not drawn)
-2.2%,0.6%,CCC(CO)NC1=C(Cl)C(=O)c2ccccc2C1=O (stereo not drawn)
-18.7%,11.6%,O=C1/C(=C/c2ccc(-c3ccc([N+](=O)[O-])cc3)o2)SC(=S)N1Cc1ccco1
1.0%,.,O=C(NCc1ccco1)c1ccccc1F

# 2 successive entries already listed:
Hsp70 displacement,Rat MKP-3 inhibitors,SMILES
-18.7%,11.6%,O=C1/C(=C/c2ccc(-c3ccc([N+](=O)[O-])cc3)o2)SC(=S)N1Cc1ccco1
1.0%,.,O=C(NCc1ccco1)c1ccccc1F

# High-throughput results deposited in PubChem BioAssay by Sanford-Burnham Center for Chemical Genomics.
